Screening data (PubChem)
Htt clearance – mutant huntingtin protein clearance; inhibition, % at 1.5 µM; HeLa Exon1htt(103Q)mCFP, aggregate imaging; zero = plate's median compound well; AID 853; hit rate 0.42% among 47,000;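 active means inhibition of aggregate fluorescence above about 70%, also judged a hit by eye on the cell image, limit read from the data, passing the limit was not always enough; inconclusive means no rule stated for this call; inactive means not judged a hit on image review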;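 further: cells exposed to compound for three days before fixation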
Htt clearance grain fraction – second read-out of Htt clearance, no call of its own (marks repeat the call); fraction fluorescence in grains; measured here: aggregate grain fluorescence fraction; hits give low values;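 scaled fraction of total cell fluorescence in grains with unit not stated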
* hit, by the source's call; ? = inconclusive; . = no result given. An excerpt; rates above refer to the full screens.

Start of the data: the first 2 records (preview)
structure,Htt clearance,Htt clearance grain fraction
Cc1nnc(SCCN2C(=O)c3ccccc3C2=O)[nH]c1=O,3,19
Cc1cc(C)n(-c2nc3sc4c(c3c3nnc(SC(C)C)n23)CC(C)(C)OC4)n1,-30,60

All compounds of this part, from the start:
structure,Htt clearance,Htt clearance grain fraction
Cc1nnc(SCCN2C(=O)c3ccccc3C2=O)[nH]c1=O,3,19
Cc1cc(C)n(-c2nc3sc4c(c3c3nnc(SC(C)C)n23)CC(C)(C)OC4)n1,-30,60
COc1cccc(NC(=O)NC2CCN(Cc3nnnn3Cc3ccc(F)cc3)CC2)c1,0,34
COC(=O)c1[nH]c2cccc(OC)c2c1NC(=O)CN1CCC(C(N)=O)(N2CCCCC2)CC1,-2,21
CN1CCN(c2nc(N3CCN(c4ccccc4)CC3)ncc2F)CC1,58,8.1
Cc1ccc(N=c2c([N+](=O)[O-])nn(-c3ccccc3)n2O)c(C)c1,34,10
O=C1c2ccccc2C(=O)N1CCCCCc1nc(-c2ccccc2)no1,-62,60
CCCS(=O)(=O)N1CCc2cc(OC)c(OC)cc2C1,-16,22

structure,Htt clearance,Htt clearance grain fraction
O=C(NC1CCCC1)c1ccc2nc(-c3ccco3)c(-c3ccco3)nc2c1,-26,43
Cn1c(=O)c2c(nc(N3CCc4ccccc4C3)n2Cc2ccccc2F)n(C)c1=O,15,17
CC(C)(C)n1ncc2c(=O)n(Cc3ccc(Cl)cc3Cl)cnc21,0,37
CN(C)S(=O)(=O)c1ccc(NC(=O)COC(=O)c2ccccn2)cc1,-30,52
Cc1sc2ncn(CCn3cnc4sc(C)c(C)c4c3=O)c(=O)c2c1C,6,18
CC12CC(NC(=O)N1CCc1ccccc1)c1cc(Cl)ccc1O2 (stereo unspecified),66,15
CCN(CC)S(=O)(=O)N1CCC(C(=O)NCC2COc3ccccc3O2)CC1 (stereo unspecified),-25,58
CCOC(=O)C1=NN(c2ccccc2)C(c2ccccc2)CC1=O (stereo unspecified),-58,32

Sorted by value in Htt clearance (high to low): 3 of the compounds above.
structure,Htt clearance,Htt clearance grain fraction
Cc1sc2ncn(CCn3cnc4sc(C)c(C)c4c3=O)c(=O)c2c1C,6,18
Cc1nnc(SCCN2C(=O)c3ccccc3C2=O)[nH]c1=O,3,19
CCOC(=O)C1=NN(c2ccccc2)C(c2ccccc2)CC1=O (stereo unspecified),-58,32

More structures follow.
structure,Htt clearance,Htt clearance grain fraction
CC(C)C(NS(=O)(=O)c1cccs1)C(=O)N1CCc2ccccc2C1 (stereo unspecified),4,20
CC(=O)CCc1ccc2oc(C(=O)O)c(C)c2c1,-3,45
Cn1c(CO)nc2cc(N)ccc21,-97,74
O=C1c2ccccc2C(=O)N1CCC(=O)N1CCc2ccccc21,41,9.6
Cc1cc(Nc2nnnn2-c2ccccc2)n(-c2ccccc2)n1,21,34
CSc1ccccc1NC(=O)c1cc(C2CC2)on1,2,35
O=C(Nc1ccc(N2CCOCC2)cc1N1CCOCC1)c1ccc([N+](=O)[O-])cc1,16,34
Cc1ccc(S(=O)(=O)c2c(N)n(NC(=O)C3CC3)c3nc4ccccc4nc23)cc1,38,22

structure,Htt clearance,Htt clearance grain fraction
CCOc1ccc(S(=O)(=O)NCCOC)cc1C,15,27
CCCCCn1c(=O)[nH]c2cc(C(=O)NCCN(CC)CC)ccc2c1=O,-12,38
CCOC(=O)c1cccc(NC(=O)/C=C/c2cccc([N+](=O)[O-])c2)c1,47,18
CNc1nc(NCCOC23CC4CC(CC(C4)C2)C3)nc(OCC(F)(F)F)n1,-15,50
O=C(O)CC(=O)NC12CC3CC(CC(C3)C1)C2,9,22
COCCNC(=O)CNS(=O)(=O)c1ccc2nc(C)sc2c1,-26,48
Cc1cc(=O)n2[nH]c(COc3ccccc3)nc2n1,8,17
COc1ccccc1N(CC(O)CN1C(=O)NC(C)(C)C1=O)S(=O)(=O)c1ccc(C)cc1 (stereo unspecified),38,13

structure,Htt clearance,Htt clearance grain fraction
COC(=O)CN(c1cccc(OC)c1)S(C)(=O)=O,-21,36
Cc1ccc(CSc2nnc(-c3ccccn3)n2C)cc1,-31,47
NC(=O)c1ccc(-n2nnnc2Oc2ccccc2C(=O)N2CCOCC2)cc1,69,6
O=c1oc2ccccc2c(O)c1C=NCc1ccccn1,-48,26
COc1cccc(C2C(C(=O)c3sc(C)nc3C)=C(O)C(=O)N2CCN2CCOCC2)c1OC (stereo unspecified),-39,49
COc1ccc(Cn2c(C3CC3)nc3ccc(NC(=O)c4ccco4)cc3c2=O)cc1,15,29
COc1cccc(-c2cn3nc4c(nc3n2)CCCC4)c1,-62,55
CCn1nc(C(=O)OCC(=O)NCCN2C(=O)CSC2=O)c2ccccc2c1=O,-29,47

structure,Htt clearance,Htt clearance grain fraction
Cn1nnc2sc3c(c2c1=O)CCCC3,-34,52
CCc1nc(SCC(=O)NCc2ccc(F)cc2)c2c(=O)n(C)c(=O)n(C)c2n1,-4,49
Cc1cc(/C=N/n2cnnc2)c(C)n1-c1ccc(C(=O)O)cc1,4,20
CCOc1ccc(NC(=O)CCSc2nnc(C)s2)cc1,41,26
CN(C)c1nc(Oc2ccc(=O)n(C)n2)nc(N2CCOCC2)n1,-31,61
CCOC(=O)C1CCN(c2ncnc3c2oc2ccccc23)CC1,53,17
CCOC(=O)c1ccc(NC(=O)CSc2nnc(COc3ccccc3OC)n2C)cc1,14,32
COC(=O)c1sccc1-c1ccc(/C=N/OC(=O)c2ccccc2)o1,-4,39

structure,Htt clearance,Htt clearance grain fraction
Cc1ccc(NC(=O)N2CCN(Cc3ccc4c(c3)OCO4)CC2)cc1,-10,21
Brc1cnc(N2CCCC2)nc1N1CCCCC1,18,41
N#Cc1c(N)c(C(=O)c2ccccc2)n2c1CCC2,-26,47
CCOC(=O)c1c(Nc2nc(C)c(C(=O)NC)s2)sc(C)c1C,-44,48
CCc1nnc(NC(=O)c2ccc(S(=O)(=O)N3CCCCC3C)cc2)s1 (stereo unspecified),30,26
COc1ccc(Nc2nc(C)cc(C)c2C(N)=O)c(OC)c1,-19,22
COc1ccccc1-c1ccc(Nc2cccc(C(F)(F)F)c2)nn1,-22,24
CCN(C(=O)COC(=O)c1cccnc1SC)C1CCS(=O)(=O)C1 (stereo unspecified),-9,37

structure,Htt clearance,Htt clearance grain fraction
O=C1NCCCN1Cc1ccc(F)cc1Cl,-203,123
CCCCN1C(=O)NC(NC(C)=O)(C(F)(F)F)C1=O (stereo unspecified),31,32
O=C(c1cc(-c2ccncc2)nc2ccccc12)N1CCN(c2ccccn2)CC1,-58,57
COCCNC(=O)COC(=O)CSCc1nc2ccccc2s1,-3,45
C=CCN=C(C)C1=C(O)CCC1=O,77*,4.7*
COc1ccc(NC(=O)C2CCCN2C(=O)NCc2ccccc2)cc1OC (stereo unspecified),25,14
CCOc1ccc(Cl)cc1S(=O)(=O)n1cnc2ccccc21,39,12
CCOC(=O)c1cnc(-n2cc(C)cn2)nc1NCc1ccc2c(c1)OCO2,-36,28

structure,Htt clearance,Htt clearance grain fraction
c1ccc(N2CCN(c3cnc4ccccc4n3)CC2)cc1,-3,39
CCOC(=O)C1CCCN(CC(=O)NC2=Nc3ccccc3N=C(C)C2c2ccccc2)C1 (stereo unspecified),26,15
O=C(COC(=O)c1ccc2c(c1)OCCO2)NCCC1=CCCCC1,56,9
COc1ccccc1C1CC(=O)NC(C)=C1C(=O)OCC(C)C (stereo unspecified),-23,26
Cc1ccc(CSc2nnc(C(F)(F)F)n2Cc2ccc(F)cc2)cc1,-34,52
Cn1nc(CC(=O)Nc2cccc3ncccc23)c2ccccc2c1=O,4,42
CCOC(=O)c1ccc(N2C(=O)c3n[nH]c(C)c3C2c2ccco2)cc1 (stereo unspecified),-12,22
O=C(CSc1nnc(Cc2ccccc2)o1)NCCN1C(=O)CSC1=O,13,35

structure,Htt clearance,Htt clearance grain fraction
COc1ccc(-n2c(=O)c3ccccc3n(CC(=O)NC3CCCCC3)c2=O)c(OC)c1,21,24
CCOC(=O)c1ccc(N=c2sc(C(=O)OC)cc(=O)n2C2CC2)cc1,-44,44
O=C(c1ccco1)N1CCN(C(=O)N2CCOCC2)CC1,-2,40
CSCC[C@H](NC(=O)NCCc1ccc(F)cc1)C(=O)O,18,16
CC(=O)c1c(C)[nH]c(C(=O)Nc2cc(C)cc(C)c2)c1C,-39,25
Cc1ccc(NC(=O)C2CCC(=O)N2)cc1C (stereo unspecified),-2,20
O=S(=O)(c1ccccc1)c1nc(-c2ccco2)oc1N1CCCCCC1,45,11
CN(C(=O)COC(=O)C1c2ccccc2Oc2ccccc21)C1CCS(=O)(=O)C1 (stereo unspecified),17,25

structure,Htt clearance,Htt clearance grain fraction
Cc1ccc2nsnc2c1NS(=O)(=O)c1c(C)ccc2nsnc12,-50,31
CC(Sc1ccc2c(c1)OCCO2)C(=O)Nc1ccc2c(c1)OCO2 (stereo unspecified),-23,43
CCC(C)(C)NC(=O)C(c1ccc(OC)cc1)N(CC1CCCO1)C(=O)CCC(=O)Nc1cc(C)on1 (stereo unspecified),12,16
CCOc1ccc(NC(=O)N2CCN(CC)CC2)cc1,-12,20
CC(=O)c1cc2c(cc1NC(=O)C1CC=CCC1C(=O)O)OCO2 (stereo unspecified),-39,23
Cc1ccc(N2CCN(C(=O)CCc3nc4ccccc4[nH]3)CC2)c(C)c1,45,23
CC1CCCCC1NC(=O)COC(=O)c1ccc(S(=O)(=O)N2CCOCC2)cc1 (stereo unspecified),-7,37
O=S(=O)(c1ccc2c(c1)oc1ccccc12)N1CCOCC1,34,13

structure,Htt clearance,Htt clearance grain fraction
Cc1ccc2[nH]c(=O)c(CN(CCN3CCOCC3)C(=O)Nc3ccc(F)cc3)cc2c1,5,38
COc1ccc(CCNC(=O)c2cnc3n(c2=O)CCS3)cc1OC,-31,26
CC(/C=C/c1ccccc1)=N/O,-24,53
Nc1nc(-c2ccc(Br)cc2)cs1,-17,35
CC(Oc1ccccc1)C(=O)Nc1cccc(-c2nc3ccccc3[nH]2)c1 (stereo unspecified),33,20
Cn1c(=O)c2c(nc(NC3CCCCC3)n2CC(=O)C23CC4CC(CC(C4)C2)C3)n(C)c1=O,38,27
COc1ccc(NC(=O)c2cccc(S(=O)(=O)N3CCOCC3)c2)cn1,-3,24
Cc1nn(CCO)c2c1C(=O)CCC2,-61,31

structure,Htt clearance,Htt clearance grain fraction
Cc1ccc(C(=O)OCC(=O)c2ccc(Cl)s2)s1,-15,24
Cc1cc(NC(=O)Nc2ccc(F)c(Cl)c2)no1,-25,25
COc1ccccc1-n1nnnc1SCc1ccccc1,-13,21
O=C(c1ccc2c(c1)OCCO2)C1CCN(C(=O)c2ccc(F)cc2)CC1,-8,20
COc1ccc(CCn2c(N)c(C(=O)NCc3ccco3)c3nc4ccccc4nc32)cc1OC,29,14
Cc1cc(=O)oc(C)c1C(=O)NCCc1ccccc1,16,29
COc1ccc(C2SCC(=O)N2c2c(C)n(C)n(-c3ccccc3)c2=O)cc1OC (stereo unspecified),14,20
CC1CN(S(=O)(=O)c2ccc(Cl)c(C(F)(F)F)c2)CC(C)O1 (stereo unspecified),8,18

structure,Htt clearance,Htt clearance grain fraction
Cc1c(NS(=O)(=O)c2cccs2)c(=O)n(-c2ccccc2)n1C,48,18
Cc1cc(NC(=O)CCN2C(=O)c3ccccc3C2=O)no1,23,25
O=C(/C=C/c1ccco1)Nc1cccc(-c2nc3ccccc3[nH]2)c1,-80,54
COc1cccc(-c2nc3cc(C)ccc3o2)c1,-15,40
O=C(O)c1cnn(-c2ccccc2)c1-c1ccccc1,-5,40
O=C(CSc1nnc(-c2cccnc2)n1Cc1ccco1)N1c2ccccc2Sc2ccccc21,-47,62
COc1ccc2c(c1OC)C(=O)N(C(C)C(=O)O)C2=O (stereo unspecified),10,31
CCn1c(=S)sc2c(=O)n(-c3ccccc3)c(SC)nc21,7,37

structure,Htt clearance,Htt clearance grain fraction
O=C(NCc1ccccc1C(F)(F)F)C12CN(Cc3ccccc3)CC1C(c1ccc([N+](=O)[O-])cc1)=NO2 (stereo unspecified),26,28
O=C(Nc1ccc2c(c1)OCO2)C1CCN(S(=O)(=O)c2cccc3cccnc23)CC1,10,33
COC(=O)Nc1ccc2c(c1)OCO2,-8,20
CCCCCc1c(C)nc(N2CCc3ccccc32)[nH]c1=O,59,7.3
Cc1cc(C)n(-c2nc(-c3ccc(Cl)cc3)cs2)n1,59,13
O=C(NCCCn1ccnc1)NC(C(F)(F)F)C(F)(F)F,?,.
CC(C)(C)c1ccc(S(=O)(=O)NCCc2ccncc2)cc1,20,32
COc1cc(NC2c3ncccc3C(=O)N2Cc2ccco2)cc(OC)c1 (stereo unspecified),4,35

structure,Htt clearance,Htt clearance grain fraction
CC(=O)N(C(C)=O)c1cccc2c(N(C(C)=O)C(C)=O)cccc12,-32,25
CCOC(=O)Cn1c(=O)oc2cc(S(=O)(=O)N3CCC(N4CCCCC4)CC3)ccc21,-42,48
CCC(c1nnnn1CCOC)N1CCN(c2cccc(C(F)(F)F)c2)CC1 (stereo unspecified),7,18
O=CN(/C=C1\Sc2ccccc2C1=O)Cc1ccccc1,9,18
Cc1cccn2cc(CNC(=O)CC3CCCC3)nc12,-2,22
COc1ccc(S(=O)(=O)NC(CC(=O)N2CCc3ccccc32)c2ccco2)cc1 (stereo unspecified),27,15
